Screening data (PubChem)
14-3-3 PPI – modulators of 14-3-3 gamma protein binding, primary screen, biochemical, fluorescence polarization; 14-3-3 protein gamma (Homo sapiens), P61981; FP, 14-3-3gamma / TMR-pS259-Raf peptide binding; inhibition, % at 40 µM; actives 0.19% (n = 160,000); AID 422, 2006; in the data active = inhibition above about 30%;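 also: 0% = protein plus tracer without compound and 100% = blank with tracer alone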
Target sequence (P61981 whole entry, looked up): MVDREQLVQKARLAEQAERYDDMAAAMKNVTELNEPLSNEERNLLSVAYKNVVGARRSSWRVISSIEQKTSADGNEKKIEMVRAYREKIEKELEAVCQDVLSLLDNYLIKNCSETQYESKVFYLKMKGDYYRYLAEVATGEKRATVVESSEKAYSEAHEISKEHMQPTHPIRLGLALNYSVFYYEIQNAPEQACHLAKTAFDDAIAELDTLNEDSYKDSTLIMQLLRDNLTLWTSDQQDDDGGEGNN
The depositor's hits bear a star; & = joins results of further samples. The list is partial (hit frequency here may not be typical).

SMILES | 14-3-3 PPI
COCCNC(=O)c1ccccc1-c1ccccc1C(=O)O | -9
CCOc1ccc(C2NC(=O)NC(C)=C2C(=O)OCCSC)cc1OC (centres undefined) | -5
CCCc1cc(NC(C)c2ccccc2)n2c(nc3ccccc32)c1C#N (centres undefined) | -19
CCCOc1ccccc1C1NC(=O)NC(C)=C1C(=O)OCc1ccccc1 (centres undefined) | 2
COc1ccc(CNC(=O)Nc2ccc(OC)cc2)cc1 | 5
CCc1cccc(C)c1NC(=O)c1cc(S(=O)(=O)N(C)Cc2ccccc2)ccc1F | -10
O=C1CC2CS(=O)(=O)CC2N1c1ccccc1 (centres undefined) | 2
Cc1onc(-c2ccccc2)c1C(=O)N1CCCc2ccccc21 | 0&-3
CCN(CC)S(=O)(=O)N1CCC(C(=O)NC2CCCC2)CC1 | -4
CCCC(=O)N(c1ccc2oc(C)c(C(C)=O)c2c1)S(=O)(=O)c1ccc(F)cc1 | -2
CC(C)N1CCc2c(sc(NC(=O)c3ccc(S(=O)(=O)N4CCOCC4)cc3)c2C(N)=O)C1 | -8
Cc1ccc(-c2nc3n(n2)C(=O)CC(c2ccc(C)cc2)S3)cc1 (centres undefined) | 1
O=C(NCCSc1ccc(Cl)cc1)Nc1ccccc1 | -7
Cc1ccc2nc(-c3ccc(C)o3)c(NC3CCCCC3)n2c1 | -7
CCC(Sc1nccn1C)C(=O)Nc1cccc2ccccc12 (centres undefined) | 0
CCC(C)NC(=O)CCN1C(=O)COc2ccc(C)cc21 (centres undefined) | 2
COc1cccc(CN2CCN(Cc3ccc([N+](=O)[O-])cc3)CC2)c1 | 4
Cc1cc(Nc2ccc(C(C)C)cc2)n2ncnc2n1 | 0
OCCCc1nc2n(n1)C(c1ccccc1)C=C(c1ccc(Cl)cc1)N2 (centres undefined) | -1
CCCCNC(=O)c1ccc(S(=O)(=O)c2ccc(Cl)cc2)c(NC(C)=O)c1 | -12
O=C(Nc1c2c(nn1-c1ccc([N+](=O)[O-])cc1)CSC2)c1cccc(Br)c1 | 2
O=C1CC(Cc2ccccc2)C(=O)N1Cc1ccccc1 (centres undefined) | 2
COc1ccc(CNc2nc3nc(C)c(Cl)c(C)n3n2)cc1OC | -10
CC12CCC(C(=O)n3c1nc1ccccc13)C2(C)C (centres undefined) | 0&-3
CCNC(=O)c1cc2c(=O)n3ccccc3nc2n(CC)c1=N | -3
CCOC(=O)c1sc2nc(C)nc(Nc3ccc(F)cc3)c2c1C | 2
Cc1nn(-c2nnc(C)c(=O)[nH]2)c(C)c1SCC(=O)Nc1ccc(C(C)C)cc1 | -14
COc1ccc(-n2c(Cc3cccn3C)nnc2SCC(=O)Nc2ccc(C(C)=O)cc2)cc1 | 3
Cc1ccc(O)c(N=Nc2ccccc2)n1 | -1
Cc1cc(Nc2cccc(C(F)(F)F)c2)nc(N2CCOCC2)n1 | 2
CCC(=O)N1CCc2cc(Br)cc(S(=O)(=O)NCc3ccccn3)c21 | 0
O=C(CN1C(=O)c2ccccc2S1(=O)=O)NCCSc1ccccc1 | -3&2
C=CCn1c(SC(C)C)nc2c(c1=O)C1(CCCCC1)Cc1ccccc1-2 | 2
Cc1ccc2c(c1)C(c1ccc(F)cc1)N(C(=O)COc1ccccc1)CC(=O)N2 (centres undefined) | -4
O=C(CN1CCN(C(=O)c2c(F)cccc2F)CC1)Nc1ccccc1F | -4
O=c1c2ccccc2c2ccccc2c(=O)n1-c1ccc2c(c1)OCO2 | -17
Cc1ccc(-n2ncc3c(NCCCn4ccnc4)ncnc32)c(C)c1 | -2
CCOc1ccc(NC(=O)CSc2nc3ccc(N4C(=O)c5ccccc5C4=O)cc3s2)cc1 | -14
COc1ccccc1C(=O)N1CCN(C(=O)c2cccc(Cl)c2)CC1 | 2
COc1ccc(C(=O)N2CCN(c3ccc(C)c(C)c3)CC2)cc1OC | -3
CCOC(=O)c1cccc(C(=O)Nc2nc3ccc(OC)cc3s2)n1 | -1
COc1ccc(OC)c(-c2cc(C(=O)Nc3sc4c(c3C(N)=O)CCC(C)C4)no2)c1 (centres undefined) | -28
CCC(C)NC(=O)C1=C(C)C(=O)OC12CCC(C)CC2 (centres undefined) | -2
CCC(=O)N1CCc2cc(Br)cc(S(=O)(=O)N3CCCC(C(=O)NCc4ccc(F)cc4)C3)c21 (centres undefined) | 0
CCN(CCCNC(=O)c1ccc(N2CCCC2=O)cc1)c1cccc(C)c1 | -8&-2
CN(C)CCNC(=O)C1CCN(S(=O)(=O)N2CCOCC2)CC1 | 8
CCCCn1c2c(c(=O)n(C)c1=O)C(c1ccc(OC)cc1)N1CCCCCC1=N2 (centres undefined) | 1
COC(=O)CSc1nc(N)c2c(C)c(C)sc2n1 | -7
O=C(OCCN1CCOCC1)C(c1ccccc1)c1ccccc1 | 2
O=C1NCCCC1C1=NC(CO)(CO)CO1 (centres undefined) | 0
COC(=O)c1nnn(CC(=O)Nc2ccc(Cl)cc2)c1C(=O)OC | 1
Cc1ccc(-n2nc3ccc(NC(=O)c4ccc([N+](=O)[O-])o4)cc3n2)cc1 | -36
CCCOc1ccc(C2C(C(=O)c3ccc(C)o3)=C(O)C(=O)N2CCN2CCOCC2)cc1OC (centres undefined) | -14
COc1ccc(OCC(O)Cn2c(N(C)C)nc3c2c(=O)n(C)c(=O)n3C)cc1 (centres undefined) | -3
CCOc1ccc(NC(=O)c2nsc(Cl)c2Cl)cc1 | -10
Cc1cccc(N2CCN(C(=O)CCCn3c(=O)[nH]c4ccc(Br)cc4c3=O)CC2)c1C | -6
CC1CC(C)CN(c2cc3c(cc2[N+](=O)[O-])C(=O)N(c2ccccc2)C3=O)C1 (centres undefined) | 2
CC(=O)N1CCc2cc(S(=O)(=O)Nc3ccc(C)c(F)c3)ccc21 | 1
N=c1n(CCOc2ccccc2)c2ccccc2n1CC(N)=O | 0
CCCNC(=O)Cn1cnc2sc(C(=O)NC3CCCCCC3)c(C)c2c1=O | 4

(more compounds)
SMILES | 14-3-3 PPI
O=C(CC1CCC1)Nc1ccc(I)cc1 | 0
COCCNC(=O)CCn1nc(-c2ccc(Cl)cc2)ccc1=O | 7&-1
CCCC12CN(C(=O)c3ccccc3)CC(C)(CN(C(=O)c3ccccc3)C1)C2=O | -1
Cc1ccc(NC(=O)CC(=O)NCCN2CCOCC2)cc1 | 0
Cc1cc2c(Nc3ccccc3F)ncnc2s1 | -2
CN(C1CCCCC1)S(=O)(=O)c1ccc(S(=O)(=O)N2CCN(CCC#N)CC2)cc1 | -6
O=S(=O)(Cc1ccccc1)N1CCc2ccccc21 | -262
COc1cc2c(cc1OC)C(COc1ccc3c(C)cc(=O)oc3c1)N(C(=O)Cc1ccccc1)CC2 (centres undefined) | -2
CCC(=O)OC1(C#CCOc2ccc(OC)cc2)CCN(C)CC1 | 2
COCCOC(=O)C1=C(C)NC2=C(C(=O)CCC2)C1c1ccc(OC)c(O)c1 (centres undefined) | 2
CC(C)Nc1nc(-c2ccccc2)nc(-n2ccnc2)n1 | 4
COc1ccc(CN2CCCC(C(=O)N3CCCC3)C2)c(OC)c1 (centres undefined) | -5
CC(=O)N1CCc2cc(Br)cc(S(=O)(=O)NCCCN3CCCC(C)C3)c21 (centres undefined) | -2&3
c1ccc(Cc2nn3c(-c4ccncc4)nnc3s2)cc1 | -4
Cc1cccc(NC(=O)c2c(NC(=O)c3cccs3)sc3c2CCCCC3)c1 | -25
O=C1OC2C=CC=CC2=CC1C(=O)N1CCSC1c1ccccc1Cl (centres undefined) | 4
COc1cccc(C2SCC(=O)N2c2ccc(Cl)cc2)c1OC (centres undefined) | -11
O=C(c1ccc(S(=O)(=O)N2CCOCC2)cc1)N(Cc1ccco1)Cc1cccs1 | -7
O=C(NCc1ccccc1)c1ccc(/C=N/O)nc1 | 8
COC(=O)C1=C(C(=O)OC)SC(=C2C(=S)C(C)(C)N(C(=O)c3ccccc3I)c3cc(OC)ccc32)S1 | -3
COc1cccc(NC(C)C(=O)N2CC(C)OC(C)C2)c1 (centres undefined) | -4
O=C1N(Cc2cccc3ccccc23)c2ccccc2C12NN=C(c1ccccc1)S2 (centres undefined) | 4
CCOC(=O)c1c(NC(=O)c2noc3c2CCCC3)sc2c1CCCC2 | 1
CC(C)(CNc1ccc([N+](=O)[O-])cc1Cl)CNS(C)(=O)=O | -1
CCc1ccccc1NC(=O)c1cc2c(=O)[nH]c3ccccc3c2s1 | -49
COc1ccc(N2CCN(c3nc4c(c(=O)[nH]c(=O)n4C)n3Cc3cccc(C)c3)CC2)cc1 | -5
Cc1cc([N+](=O)[O-])ccc1NS(=O)(=O)c1cccc([N+](=O)[O-])c1 | 4
CN1C(=O)CC(C(=O)Nc2ccc(Cl)cc2)SC1=Nc1ccc(Cl)cc1 (centres undefined) | -4
Cc1ccc2c(c1)N(CCC(=O)NCC1CCCO1)C(=O)CO2 (centres undefined) | 1&2
Cc1ccnc(NS(=O)(=O)c2ccc(NC(=O)CC(C)c3ccccc3)cc2)n1 (centres undefined) | -6
CCOC(=O)c1ccc(NC(=O)c2cccc(N3C(=O)c4ccccc4C3=O)c2)cc1 | 5
O=C1[C@@H]2[C@H](C(=O)N1O)[C@H]1C=C[C@@H]2C1 | -3
Cc1ccc(OC(=O)CCC(=O)OCCCC(F)(F)C(F)(F)F)cc1 | -4
CCOc1ccc(OCC)c(NC(=O)CSc2nc3c(c(=O)n(C)c(=O)n3C)n2CC)c1 | 0
Cc1cccc(C)c1NC(=O)N1CCC(N2CCCCC2)CC1 | -5
CC(=O)C1=C(O)C(=O)N(Cc2ccccc2)C1c1cccs1 (centres undefined) | -7
COc1ccc([N+](=O)[O-])cc1C=Nc1c(C)n(C)n(-c2ccccc2)c1=O | 3
O=c1c2[nH]c3ccccc3c2ncn1C1CCCCC1 | -17
COCCCNC(=O)c1ccc2c(c1)ncn2-c1cccc(F)c1 | -7
Cc1ccc(C(=O)N2CCSC2=S)cc1 | -5
O=C(Nc1cccc(OC(=O)c2ccc([N+](=O)[O-])cc2)c1)c1ccc(Br)cc1 | -212
c1ccc(C2(CNc3ncnc4sc5c(c34)CCCC5)CCCC2)cc1 | -30
CCOC(=O)C1=C(c2ccccc2)N=C2SCC(=O)N2C1c1ccc(OC)c(OC)c1 (centres undefined) | -34
COc1ccc(-c2c(C(F)(F)F)oc3c(CN4CCN(C)CC4)c(O)ccc3c2=O)cc1OC | -5
Oc1ccccc1Nc1ncnc2c1oc1ccccc12 | -3
CCOC(=O)Cc1c(O)c2ccccc2[nH]c1=O | -4
CCCCN(CC)CCNC(=O)C1c2cc(OC)c(OC)cc2C(=O)N2CCc3ccccc3C12 (centres undefined) | -9
COc1ccc(N2CCN(C(=O)c3cccn4c(=O)c5ccc(Cl)cc5nc34)CC2)cc1 | -3
COCCCN(C(=O)c1cccnc1SC)c1c(N)n(Cc2ccccc2)c(=O)[nH]c1=O | 0
COc1cccc(NC(=O)N(CCN2CCOCC2)C2CCN(C(C)=O)CC2)c1 | 0
COc1ccc2c(c1)c(CC(=O)OCC(=O)O)c(C)n2C(=O)c1ccc(Cl)cc1 | 4
Cc1cccc(N(CC(N)=O)C2SC(=O)N(c3ccccc3)C2=O)c1 (centres undefined) | -8
Cc1cc([N+](=O)[O-])ccc1NC(=O)C1c2ccccc2Oc2ccccc21 | -3
Cc1ccc(-n2c(=O)c3c4c(sc3n(CC(=O)NCC3CCCO3)c2=O)CCCCC4)cc1C (centres undefined) | 0
O=[N+]([O-])c1ccccc1S(=O)(=O)NCc1ccc(Cl)cc1 | -34
COC(=O)c1ccc(CSc2ncnc3c2sc2nc(N4CCOCC4)c4c(c23)CCCC4)o1 | -19&-6
CCOC(=O)N1CCN(C(=O)Nc2ccc3nc(C)c(C)nc3c2)CC1 | -6
CC1CN(S(=O)(=O)c2ccc(C(=O)Nc3nnc(-c4ccccc4Cl)o3)cc2)CC(C)O1 (centres undefined) | -12
COc1ccc(C(=O)CSc2cc(C)nc3nc(C)nn23)cc1OC | -2
CCN(CC)S(=O)(=O)c1ccc2[nH]cc(C(=O)NCc3ccc(F)cc3)c(=O)c2c1 | -5

Filtered by structure, the entries above containing fluorine.
SMILES | 14-3-3 PPI
CCc1cccc(C)c1NC(=O)c1cc(S(=O)(=O)N(C)Cc2ccccc2)ccc1F | -10
CCCC(=O)N(c1ccc2oc(C)c(C(C)=O)c2c1)S(=O)(=O)c1ccc(F)cc1 | -2
CCOC(=O)c1sc2nc(C)nc(Nc3ccc(F)cc3)c2c1C | 2
Cc1cc(Nc2cccc(C(F)(F)F)c2)nc(N2CCOCC2)n1 | 2
Cc1ccc2c(c1)C(c1ccc(F)cc1)N(C(=O)COc1ccccc1)CC(=O)N2 (centres undefined) | -4
O=C(CN1CCN(C(=O)c2c(F)cccc2F)CC1)Nc1ccccc1F | -4
CCC(=O)N1CCc2cc(Br)cc(S(=O)(=O)N3CCCC(C(=O)NCc4ccc(F)cc4)C3)c21 (centres undefined) | 0
CC(=O)N1CCc2cc(S(=O)(=O)Nc3ccc(C)c(F)c3)ccc21 | 1
Cc1cc2c(Nc3ccccc3F)ncnc2s1 | -2
Cc1ccc(OC(=O)CCC(=O)OCCCC(F)(F)C(F)(F)F)cc1 | -4
COCCCNC(=O)c1ccc2c(c1)ncn2-c1cccc(F)c1 | -7
COc1ccc(-c2c(C(F)(F)F)oc3c(CN4CCN(C)CC4)c(O)ccc3c2=O)cc1OC | -5
CCN(CC)S(=O)(=O)c1ccc2[nH]cc(C(=O)NCc3ccc(F)cc3)c(=O)c2c1 | -5
